Screening results as filed in PubChem.
PG9 Ab binder: binders of HIV-1 gp120 antibody PG9, primary screen, biochemical, TR-FRET. TR-FRET gp120-PG9 antibody binding. AID 624416, 2012. HIV-1 gp120 / PG9 antibody interaction. inhibition, % at 6.7 µM. 360,000 compounds, 0.43% hits; in the data active means inhibition above about 8.5%
HTRA1 inh: HTRA1 serine protease inhibitors, primary screen, biochemical, fluorescence polarization, HTS; inhibition, % at 5.96 µM; recombinant HTRA1, FP-rhodamine activity-based probe; Q92743; 340,000 compounds, 0.5% hits; in the data active means inhibition above about 36%;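 further: 0% = enzyme with DMSO and 100% = wells lacking enzyme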
Target sequence (Q92743 whole entry, looked up): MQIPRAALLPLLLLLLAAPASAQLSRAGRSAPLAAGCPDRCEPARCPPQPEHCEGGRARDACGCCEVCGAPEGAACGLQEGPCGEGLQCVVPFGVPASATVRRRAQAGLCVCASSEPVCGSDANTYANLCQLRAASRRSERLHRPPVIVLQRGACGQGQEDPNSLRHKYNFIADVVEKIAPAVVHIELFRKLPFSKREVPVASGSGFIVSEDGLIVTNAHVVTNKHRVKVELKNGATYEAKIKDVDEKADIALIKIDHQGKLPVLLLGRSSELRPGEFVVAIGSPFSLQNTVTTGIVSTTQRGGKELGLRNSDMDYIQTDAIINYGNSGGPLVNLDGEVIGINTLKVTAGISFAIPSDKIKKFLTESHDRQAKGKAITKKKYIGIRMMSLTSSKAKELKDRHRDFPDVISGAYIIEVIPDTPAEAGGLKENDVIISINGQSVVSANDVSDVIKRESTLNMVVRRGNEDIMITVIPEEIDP
ABHD4 inh: ABHD4 inhibitors, primary screen, biochemical, fluorescence polarization, mouse; (Lyso)-N-acylphosphatidylethanolamine lipase (Mus musculus), Q8VD66; purified mABHD4, FP-Rh probe fluorescence polarization; inhibition, % at 8.92 µM; 370,000 compounds, 0.54% hits;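 active means inhibition exceeding the mean over every tested compound plus 3 SD, cut at about 30% in these data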;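 further: 0% = plate median of compound wells and 100% = S159A mutant with DMSO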
Target sequence (Q8VD66 whole entry, looked up): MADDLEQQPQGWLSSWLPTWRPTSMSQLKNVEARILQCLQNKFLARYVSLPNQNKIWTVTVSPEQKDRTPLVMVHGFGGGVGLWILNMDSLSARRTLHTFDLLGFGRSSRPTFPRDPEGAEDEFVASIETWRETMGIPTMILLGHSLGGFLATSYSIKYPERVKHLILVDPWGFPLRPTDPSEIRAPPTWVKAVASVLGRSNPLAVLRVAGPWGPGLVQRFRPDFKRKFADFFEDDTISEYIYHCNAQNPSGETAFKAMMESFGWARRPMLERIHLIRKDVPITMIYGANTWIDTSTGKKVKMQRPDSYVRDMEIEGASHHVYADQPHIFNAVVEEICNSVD
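Material: mouse ABHD4 enzyme, wild type; Benchmarks: S159A mutant high control, sample median low control; Buffer or medium: HEPES pH 7.0, NaCl, Pluronic buffer; Signal: fluorescence polarization; Read-out: percent inhibition of probe binding, normalized to plate controls; Timing: pre-incubation 45 min, probe exposure 60 min, at 25 °C; Dosing: 8.92 µM, single dose.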
SMARCA2 activ: SMARCA2 (BRM) function activators, primary screen, cell-based, luminescence, high throughput. MG213 cells, MMTV-luciferase reporter, dexamethasone, overnight. activation, % at 9.1 µM. 370,000 compounds, 1% hits; in the data active means activation above about 7.8%;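 further: 0% = vehicle wells and 100% = reference activator wells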
NR1D1 modulator: modulators of Rev-erb alpha DNA binding, primary screen, biochemical, FITC-DNA, fluorescence polarization, uHTS; Rev-erbα–FITC-DNA binding, 90 min; activity, % at 10 µM; 370,000 compounds, 0.79% hits;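 active means activity above about 14%, limit read from the data; passing the limit was not always enough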;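 further: 0% = DMSO wells with 35 nM protein and 100% = DMSO wells with 750 nM protein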
ARFGAP1 inh: inhibitors of rat ARFGAP1 GAP activity, primary screen, biochemical, fluorescence polarization, GDP tracer | 360,000 compounds, 0.26% hits | inhibition, % at 16.5 µM | Arfgap1-stimulated ARF1 GTP hydrolysis, GDP FP detection | AID 651572, 2012 | ADP-ribosylation factor GTPase-activating protein 1 (Rattus norvegicus), Q62848;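 active means inhibition above a per-plate limit, mean inhibition of low control wells plus 3 SD, cut at about 25% in these data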;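 further: 0% = DMSO wells with enzyme and 100% = wells lacking Arfgap1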
Target sequence (Q62848 1-136 limits assumed): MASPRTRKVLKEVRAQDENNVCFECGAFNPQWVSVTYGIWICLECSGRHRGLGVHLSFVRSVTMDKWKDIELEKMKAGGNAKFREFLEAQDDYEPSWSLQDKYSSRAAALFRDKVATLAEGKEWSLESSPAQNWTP
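System: truncated rat Arfgap1 GAP domain / Medium: HEPES-based buffer, pH 7.5 / Also added: N-terminally truncated human ARF1-GTP substrate / Incubation: enzyme reaction 120 min at 25 °C after 20 min preincubation / Measured by: FP of antibody-bound GDP Alexa 633 tracer, ex 620/em 688 nm / Replicates: singlicate, each compound tested once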
GC-B act: human GC-B receptor activators, primary screen, HEK293 GC-B cells, cGMP TR-FRET, EC30 CNP; 0% at EC30 CNP, 100% saturating CNP; activation, % at 10 µM; 370,000 compounds, 0.11% hits; Atrial natriuretic peptide receptor 2 (Homo sapiens), P20594;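 active means activation at 10 µM reaching about 35% in either raw or pattern-adjusted values, limit read from the data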
ASAP1 GAP inh: inhibitors of human ASAP1 ArfGAP activity, primary screen, biochemical, fluorescence polarization; Arf-GAP with SH3 domain, ANK repeat and PH domain-containing protein 1 (Homo sapiens), …; ASAP1-stimulated ARF1 GTP hydrolysis, GDP FP detection; inhibition, % at 16.5 µM; 360,000 compounds, 0.19% hits; in the data active means inhibition above about 25%;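 further: 0% = vehicle with enzyme and substrate and 100% = no enzyme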
rCAG RNA binder: binders of r(CAG) RNA repeats, primary screen, biochemical, fluorescence. r(CAG) RNA repeat, TO-PRO-1 dye displacement fluorescence. inhibition, % at 3 µM. 370,000 compounds, 1.3% hits. AID 651821, 2012;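 active means inhibition above the plate cutoff, the mean of all test compounds on that plate plus 3 SD, cut at about 35% in these data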;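 further: 0% = DMSO alone and 100% = 100 µM mitoxantrone as full dye displacement; higher means more dye released from RNA so lower well fluorescence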
NPR1 activator: GC-A stimulated cGMP production enhancers – HEK293 GC-A cells, cGMP TR-FRET, EC30 ANP, primary screen | 0% at EC30 ANP, 100% saturating ANP | 370,000 compounds, 0.14% hits | activation, % at 10 µM | AID 1671463, 2021 | Atrial natriuretic peptide receptor 1 (Homo sapiens), P16066; in the data active means activation above about 40%
Numbers without * were called inactive; / = not tested or not shown.

SMILES	PG9 Ab binder	HTRA1 inh	ABHD4 inh	SMARCA2 activ	NR1D1 modulator	ARFGAP1 inh	GC-B act	ASAP1 GAP inh	rCAG RNA binder	NPR1 activator
COc1ccc(C2CC3(O)CC(C#N)(C(=O)N3)C2(C#N)C#N)cc1 (stereo unspecified)	0.3	-6.5	5.2	-1.2	-1.3	-8.4	-4.7	-6.8	4.8	5.4
COc1ccc(N(C(=O)c2ccco2)C(C(=O)NC2CCCC2)c2ccncc2)cc1OC (stereo unspecified)	-2.1	1.7	3.2	-0.7	-6.4	8.3	10.1	-6.6	0.1	2.4
CC(C)N(C(=O)Cn1cc(S(=O)(=O)CC(=O)N2CCOCC2)c2ccccc21)C(C)C	-2.0	2.5	1.7	-3.4	-2.8	4.9	4.9	-4.7	-4.4	2.8
COc1ccccc1C(=O)N1CCN(Cc2nc(CC3CC3)no2)CC1	0.2	1.0	8.7	-1.9	1.4	-6.6	0.9	0.0	-3.2	3.0
CCCCCN=C(N)N/N=C/c1c[nH]c2ccc(OC)cc12	-3.1	11.9	40.7*	-9.6	4.3	4.8	-14.6	-5.8	11.6	-26.7
COc1cc(C2=NC(CO)(CO)CO2)cc(OC)c1OC	2.8	10.1	5.3	1.4	-2.3	9.8	5.0	11.4	-3.8	-0.4
O=C(CNS(=O)(=O)c1ccccc1)N/N=C/c1ccc(O)cc1	-3.6	0.7	-5.4	3.9	-5.7	-0.1	9.5	-6.9	0.9	1.6
Cc1ccc(C2CC(=O)c3cnc(NC(=O)c4ccco4)nc3C2)cc1 (stereo unspecified)	1.1	-9.7	4.6	1.1	-4.0	5.3	-7.6	14.3	5.0	-12.5
CCOC(=O)C1=C(C)NC(=O)NC1c1ccc(C)o1 (stereo unspecified)	-1.0	-0.1	0.9	0.1	-2.3	-6.3	-1.7	-5.1	3.0	6.2
COc1ccc(NS(=O)(=O)c2cccc(C(=O)N3CCC3)c2)cc1	-0.3	0.4	3.5	-3.1	2.1	-4.9	-2.1	6.0	-1.7	5.5
CCNC(=O)C1CCCN(Cc2cc(-c3ccccc3)on2)CC1 (stereo unspecified)	-0.5	/	-0.1	2.9	-1.2	7.8	3.1	-6.6	3.7	0.2
CC(C)=C(NC(=O)c1ccccc1)C(=O)Nc1cccc(C)c1	-1.5	3.4	2.3	-3.4	-6.5	9.6	-2.1	-6.2	-1.8	1.4
COc1cccc(C2=CC(=O)CC(C)(C)C2=O)c1	1.1	1.1	0.9	-5.4	2.8	6.7	0.8	7.5	0.7	-5.3
C=CCn1nc(C(=O)OCC)cc1-c1sc(NC(=O)c2ccccc2)nc1C	-3.2	-23.6	-9.5	-5.1	5.7	5.2	3.6	2.3	3.5	6.1
COC(=O)[C@@]12C[C@@H](CC(=O)NCCc3ccccc3OC)C(=O)N(Cc3ccccc3)C1=CCC(C)(C)C2	-0.7	/	-10.5	-3.1	7.3	-2.0	3.0	2.0	2.0	-5.2
COCCn1c(SCC(=O)Nc2cc(C)cc(C)c2)nnc1C(C)C	0.2	-2.0	8.6	-2.6	4.0	-7.5	-4.3	3.7	-6.3	-1.2
O=C(CCn1c(=S)oc2ccccc21)Nc1ccccc1Br	-1.5	2.2	3.9	-0.7	1.5	-1.9	5.8	8.6	0.7	-8.0
CC(Oc1ccc2c(c1)oc(=O)c1ccccc12)C(=O)NC(Cc1c[nH]c2ccc(O)cc12)C(=O)O (stereo unspecified)	-2.9	-6.2	2.3	-2.3	-0.2	-5.4	-11.9	2.6	43.0*	-0.9
CC(C)(CNC(=O)COc1ccccc1Cc1ccccc1)N1CCOCC1	0.7	-8.1	3.2	-0.5	-1.3	-2.5	-2.4	5.0	-10.3	-3.1
O=C1CCCC(=O)N1c1ccc(Oc2ccc(Cl)cc2)cc1	-1.8	2.4	-8.8	-0.4	-1.3	4.1	1.9	-7.7	-1.6	7.7
Cc1cc(C)nc(SCC(=O)n2c3c(c4ccccc42)CCCC3)n1	0.8	0.4	-7.8	-0.4	-6.0	-12.7	-4.5	1.8	-0.7	-6.3
CC(Sc1nnc(COc2ccc(Cl)cc2)n1Cc1ccccc1)C(=O)O (stereo unspecified)	0.3	-3.3	0.1	-0.8	-3.1	3.0	5.6	1.0	16.4	-2.7
CCc1ccc(S(=O)(=O)/N=C2\C=C(NS(=O)(=O)c3ccccc3)C(=O)c3ccccc32)cc1	0.3	7.2	27.7	-2.7	1.4	-2.1	-0.6	10.6	58.8*	0.6
CN(CC(=O)NCc1ccncc1)S(=O)(=O)c1ccc2ccccc2c1	-1.8	-1.1	-1.8	0.8	-0.6	-15.4	3.2	-4.1	-2.7	1.7
O=C(Cc1ccc(NC(=O)C2CCCN(C(=O)C3CCC3)C2)cc1)Nc1ccc(C(=O)N2CCOCC2)cc1 (stereo unspecified)	-1.4	3.7	0.7	-3.7	-1.2	4.7	-1.5	5.4	0.4	-1.3
COc1cccc(N2C(=O)C3CCCN3C2c2cccs2)c1 (stereo unspecified)	-0.9	-17.9	-3.3	0.7	-3.0	3.1	0.4	9.1	7.6	-1.1
N#Cc1ccc(N/N=C/c2ccccc2)c([N+](=O)[O-])c1	1.6	2.9	6.8	-2.8	-1.2	13.2	2.2	-0.5	-1.0	-0.4
Cc1ccc(-c2nn(-c3cccc(F)c3)cc2CN2CCN(c3ccccn3)CC2)o1	-1.5	-31.3	-0.4	-1.3	5.0	9.1	-2.2	-4.8	0.6	-3.4
COc1cc(C)c(S(=O)(=O)n2ccc(C)n2)cc1C	0.4	-8.8	-12.7	-1.8	-6.2	-5.1	3.7	15.4	7.2	-1.6
CC(C)NC(=O)c1ccc2c(c1)S(=O)(=O)c1ccccc1C2=O	-2.1	2.3	-3.6	-2.0	-5.2	0.6	3.1	-4.9	1.0	3.2
CCOc1ccc(/C=C2\SC(=S)N(N3C(=O)C4CC4C3=O)C2=O)cc1 (stereo unspecified)	-2.2	-3.4	9.2	1.1	-4.2	5.9	-4.1	5.9	10.3	3.7
O=C(Nc1ccccn1)C1CCN(S(=O)(=O)c2cccc3nonc23)CC1	0.6	-0.4	0.2	0.5	1.6	11.2	2.5	4.5	-2.3	-0.4
Fc1ccccc1N1CCN(C(c2ccnc3ccccc23)c2nnnn2-c2ccc3c(c2)OCCO3)CC1 (stereo unspecified)	-0.4	/	-6.0	-4.2	-3.0	-5.8	0.5	13.9	5.5	-1.7
O=C(N/N=C/c1cccnc1)c1ccccc1Br	-3.9	-5.9	-6.2	2.4	-0.8	11.6	1.5	-4.2	-2.3	1.3
COC(=O)c1scc(S(=O)(=O)C(C)(C)C)c1-n1cccc1	-1.4	0.5	-1.3	2.0	2.8	6.7	4.1	-1.1	1.3	4.5
N/C(=N\c1nc(CSc2ccc(Cl)cc2)cc(=O)[nH]1)Nc1ccccc1C(F)(F)F	-1.8	-12.9	-1.4	-0.1	2.8	7.8	2.3	0.3	4.6	-5.7
Cc1cccc(N2C(=O)C=CC2=O)c1	-1.8	-6.3	6.8	3.7	7.8	6.8	3.0	-18.7	6.2	10.2
CN(CC(=O)N1CCCC1)S(=O)(=O)c1ccc(Cl)cc1	1.6	10.3	6.8	-3.0	-7.3	-1.9	3.9	-8.3	-4.5	-1.0
O=c1sc2ccccc2c(N2CCN(c3ccccc3)CC2)c1[N+](=O)[O-]	0.1	-0.4	0.6	-2.0	-5.7	-3.8	1.9	-9.7	0.8	-6.2
O=C(O)c1cccc(NC2=C(n3nnc4ccccc43)C(=O)c3ccccc3C2=O)c1	-4.2	5.2	-1.1	1.5	8.6	4.5	2.7	3.0	7.8	-1.4
Cc1cccc(C)c1NC(=O)CNC(=O)COC(=O)c1ccc(Cl)s1	-0.5	12.5	1.4	-1.6	8.8	-3.8	1.8	8.2	0.9	-0.5
Cc1cccc(C)c1NC(=O)CCCSc1nnc(-c2ccco2)n1-c1ccccc1	-1.2	-7.8	1.8	-1.6	-1.9	-4.4	-5.6	-0.9	-9.3	-4.6
CC(C)C[C@@H]1CN=C(N)N1C[C@@H]1CCCN1C[C@@H](C(C)C)N1C[C@@H](Cc2ccccc2)N(CCCC2CCCC2)C1=N	1.2	-5.2	20.0	-0.5	-7.2	-6.5	3.0	-6.5	10.0	0.4
CCc1nc2c(OCCC3CCCCC3)cccn2c1N(C)C(=O)c1cccs1	-1.1	/	0.1	-2.1	-7.0	-1.0	1.1	-9.2	3.2	-1.1
CC(CNC(=O)[C@H]1O[C@@H](n2cnc3c(=O)[nH]c(N)nc32)[C@H](O)[C@@H]1O)c1ccccc1 (stereo partly specified)	-0.8	/	-1.1	2.6	-4.8	-1.1	7.3	-7.9	2.5	3.1
COc1ccc(-c2n[nH]c(C)c2-c2cscn2)c(O)c1	-0.4	-3.2	3.3	1.6	5.5	-1.8	1.1	-7.4	-3.4	-1.2
O=C(Nc1ccccc1)NN1CC(=O)N(c2ccc(Cl)cc2)CC1=O	1.6	6.2	4.2	0.4	5.8	-3.5	1.5	5.3	-0.5	-0.4
COc1ccc(S(=O)(=O)N(C)CC(=O)N2CCN(c3ccccc3)CC2)cc1	-1.7	7.7	2.1	-2.0	8.2	-3.8	1.6	4.1	0.5	3.3
CC(C)C(=O)Nc1ccc(C(=O)CSc2nnc(C3CC3)n2C2CC2)cc1	-2.3	0.9	-7.1	-2.4	-6.0	10.9	0.1	-3.2	-0.1	0.7
Cc1nnc(SCC(=O)NNC(=O)c2ccc(Br)cc2)n1C	0.1	/	3.3	-0.3	1.9	1.7	1.8	-4.2	-2.9	2.2

Record cards, from the list above.
CC(C)C(=O)Nc1ccc(C(=O)CSc2nnc(C3CC3)n2C2CC2)cc1 is entered as PG9 Ab binder: -2.3; HTRA1 inh: 0.9; ABHD4 inh: -7.1; SMARCA2 activ: -2.4; NR1D1 modulator: -6.0; ARFGAP1 inh: 10.9; GC-B act: 0.1; ASAP1 GAP inh: -3.2; rCAG RNA binder: -0.1; NPR1 activator: 0.7
COc1ccc(-c2n[nH]c(C)c2-c2cscn2)c(O)c1 is entered as PG9 Ab binder: -0.4; HTRA1 inh: -3.2; ABHD4 inh: 3.3; SMARCA2 activ: 1.6; NR1D1 modulator: 5.5; ARFGAP1 inh: -1.8; GC-B act: 1.1; ASAP1 GAP inh: -7.4; rCAG RNA binder: -3.4; NPR1 activator: -1.2
